DNA FID counter – compounds displacing fluorescent DNA intercalator, primary screen, artefact control for HCV NS3 helicase inhibitor project, biochemical, FID fluorescence. inhibition, % at 7.9 µM. hit rate 0.17% among 290,000. DNA fluorescent intercalator displacement; in the data active = inhibition above about 37%;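 also: 0% = vehicle and 100% = reference compound; higher means more ethidium bromide displaced from hairpin DNA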
p-CIP stab down – p/CIP-EGFP fusion destabilizers, primary screen, fluorescence, F442A cells. Q05BA5. hit rate 0.01% among 290,000. decrease of EGFP signal, % at 10 µM. 16 h. AID 1984, 2009;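 active = EGFP signal decrease of at least 30% at 10 µM or well 3 SD below plate mean, unless failing retest; inactive = the rest, including hits failing retest or dose response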; also: some compounds called inactive have numbers as strong as hits; many of its hits are not listed in these tables
Target sequence (Q05BA5 1-1403): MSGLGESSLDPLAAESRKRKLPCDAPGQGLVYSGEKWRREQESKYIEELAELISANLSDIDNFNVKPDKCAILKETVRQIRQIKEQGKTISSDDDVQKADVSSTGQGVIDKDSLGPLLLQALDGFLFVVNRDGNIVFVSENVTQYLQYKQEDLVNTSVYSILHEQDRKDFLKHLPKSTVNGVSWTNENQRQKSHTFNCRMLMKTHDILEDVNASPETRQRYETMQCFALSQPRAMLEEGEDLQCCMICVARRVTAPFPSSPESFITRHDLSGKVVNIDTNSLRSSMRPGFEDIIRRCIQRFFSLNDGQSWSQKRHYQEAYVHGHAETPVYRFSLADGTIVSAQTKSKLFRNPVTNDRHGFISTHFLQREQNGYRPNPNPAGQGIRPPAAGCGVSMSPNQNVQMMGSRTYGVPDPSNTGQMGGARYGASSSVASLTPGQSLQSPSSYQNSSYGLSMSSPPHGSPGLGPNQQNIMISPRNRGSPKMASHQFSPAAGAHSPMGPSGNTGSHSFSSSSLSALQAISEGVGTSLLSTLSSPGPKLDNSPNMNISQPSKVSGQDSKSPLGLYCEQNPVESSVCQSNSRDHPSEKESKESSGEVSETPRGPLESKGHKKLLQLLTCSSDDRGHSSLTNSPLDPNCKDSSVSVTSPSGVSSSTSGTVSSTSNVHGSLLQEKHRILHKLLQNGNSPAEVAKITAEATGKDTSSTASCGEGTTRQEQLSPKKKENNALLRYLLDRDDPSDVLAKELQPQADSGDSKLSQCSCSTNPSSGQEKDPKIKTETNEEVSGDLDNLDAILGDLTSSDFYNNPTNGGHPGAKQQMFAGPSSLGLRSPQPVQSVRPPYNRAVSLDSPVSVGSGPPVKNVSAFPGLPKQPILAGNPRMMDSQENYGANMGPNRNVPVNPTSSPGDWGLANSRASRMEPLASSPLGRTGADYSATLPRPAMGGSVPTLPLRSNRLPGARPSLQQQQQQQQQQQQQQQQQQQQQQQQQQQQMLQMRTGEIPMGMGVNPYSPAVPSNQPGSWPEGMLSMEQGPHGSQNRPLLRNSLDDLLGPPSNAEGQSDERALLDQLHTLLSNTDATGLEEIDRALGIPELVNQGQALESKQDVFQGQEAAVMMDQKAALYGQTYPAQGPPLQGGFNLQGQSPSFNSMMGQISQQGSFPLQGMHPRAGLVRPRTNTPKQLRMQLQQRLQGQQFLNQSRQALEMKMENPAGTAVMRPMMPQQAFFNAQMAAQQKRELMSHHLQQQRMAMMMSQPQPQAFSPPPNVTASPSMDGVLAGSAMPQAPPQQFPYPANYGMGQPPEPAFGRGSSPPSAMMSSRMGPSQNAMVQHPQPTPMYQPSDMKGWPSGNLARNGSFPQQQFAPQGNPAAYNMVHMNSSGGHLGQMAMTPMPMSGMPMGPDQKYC
PHOSPHO1 inh – PubChem AID 1565. Phosphoethanolamine/phosphocholine phosphatase (Homo sapiens), Q8TCT1. recombinant PHOSPHO1, absorbance phosphatase assay. inhibition, % at 13.3 µM. hit rate 1.1% among 290,000; in the data active = inhibition above about 60%
MEKK3 PB1 HTS – modulators of MEKK3-MEK5 PB1 binding, primary screen, biochemical, wildtype MEKK3, multiplex bead flow cytometry, Alexa488-MEK5 | Mitogen-activated protein kinase kinase kinase 3 (Homo sapiens), Q99759 | bead-based flow cytometry, Alexa488-MEK5 binding to MEKK3; actives lie on both sides; 0 = blocked by unlabeled MEK5, 100 = vehicle | binding response (% of control), % at 10 µM | hit rate 1.4% among 290,000;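 active = binding response more than 3 SD above or below the average of its plate-row segment, actives on both sides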;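 also: Alexa488 bead fluorescence after subtracting the streptavidin-only scavenger bead signal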
VIM-2 inh – VIM-2 metallo-beta-lactamase inhibitors, primary screen, biochemical, epi-absorbance readout, Pseudomonas aeruginosa enzyme | hit rate 0.89% among 290,000 | inhibition, % at 5.6 µM | purified VIM-2, nitrocefin hydrolysis, epi-absorbance fluorescence;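 active = inhibition above the mean of all tested compounds plus 3 SD, cutoff set per screening run, cut at about 7.5% in these data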;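 also: red hydrolysis product quenches plate fluorescence so inhibitors raise well fluorescence; 0% = enzyme with DMSO and 100% = DMSO without enzyme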
IMP-1 inhibitor – IMP-1 metallo-beta-lactamase inhibitors, primary screen, biochemical, epi-absorbance readout, Pseudomonas aeruginosa enzyme; purified IMP-1, nitrocefin hydrolysis, epi-absorbance fluorescence; hit rate 0.45% among 290,000; inhibition, % at 5.6 µM;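 active = inhibition above the mean plus 3 SD of all compounds in the same screening run, cut at about 4.5% in these data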;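 also: 0% = IMP-1 with DMSO and 100% = DMSO wells lacking enzyme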
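System: purified IMP-1 / Input: IMP-1 dispensed at 0.2 nM / Medium: 50 mM HEPES pH 7.1, 50 µM ZnSO4, 0.05% Brij 35 / Timing: 15 min enzyme–compound preincubation, then 25 min nitrocefin reaction, 25 °C / Technique: plate fluorescence quenching by hydrolysis product, ex 480/em 530 nm / Repeats: singlicate testing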
SUMO HTRF inh – inhibitors of in vitro SUMOylation cascade, primary screen, biochemical, HTRF, uHTS. AID 2006, 2009. inhibition, % at 35 µM. HTRF SUMOylation assay, SAE1/SAE2 + UBC9. hit rate 0.36% among 290,000; in the data active = inhibition above about 50%, passing the limit was not always enough; also: strong numbers were not always called active
HCV NS3 hel inh – inhibitors of HCV NS3 helicase, primary screen, biochemical, Cy5 molecular beacon fluorescence. inhibition, % at 10.9 µM. NS3 helicase DNA unwinding. hit rate 0.56% among 290,000. AID 1800, 2009;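 active = inhibition above the mean of all tested compounds plus 3 SD, set per campaign, cut at about 35% in these data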;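 also: 0% = DMSO wells and 100% = thioflavine S control wells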
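System: Hepatitis C virus NS3 helicase domain fragment enzyme | Reagent: Annealed dual-labelled DNA beacon duplex, ATP-started | Compound dosing: 10.9 µM single point, 0.8% DMSO | Incubation: 1 h reaction at 25 °C, ATP-initiated | Technique: Cy5 fluorescence | Evaluation: Percent inhibition from t60/t0 fluorescence ratio | Benchmarks: Low DMSO, high thioflavine S at 110 µM | Replication: Singlicate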
IDE cell activ – human IDE activators in live cells, primary screen, fluorescence polarization, HEK cells, FAbeta-B substrate. Insulin-degrading enzyme (Homo sapiens), P14735. FAbeta-B cleavage; 0% vehicle, 100% cell-free pure enzyme wells. activation, % at 5.96 µM. hit rate 0.073% among 340,000. AID 493087, 2011;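 active = activation above the mean of all tested compounds plus 3 SD, set per screening campaign, cut at about 17% in these data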
An asterisk follows results filed as active; . = not tested or not shown; & = joins results of further samples; [ ] = dose if it differs, or a comment. Not all compounds are listed. The share of hits here may be higher or lower than overall.

Each structure is followed by: DNA FID counter	p-CIP stab down	PHOSPHO1 inh	MEKK3 PB1 HTS	VIM-2 inh	IMP-1 inhibitor	SUMO HTRF inh	HCV NS3 hel inh	IDE cell activ
#1 O=C(COC(=O)CNC(=O)c1ccc(Cl)cc1Cl)Nc1ccc(N2CCOCC2)cc1
 : -11	8	20	108	-1.8	-3.0	-6	1	-2
#2 CC1(C)C(=O)OC(C(=O)c2ccc(C(C)(C)C)cc2)C(C)(C)C1=O (stereo unspecified)
 : -32	4	4	103	-0.4	-2.4	-11	1	1
#3 CCOc1ccc(C2=Nn3c(nnc3-c3ccccc3OC)SC2)cc1
 : -25	-11	-18	103	-2.1	-3.0	6	-4	0
#4 O=C(N/N=C/c1ccc(Cl)cc1Cl)C(=O)NC1CC1
 : -5	-8	11	112	0.1	-4.0	5	9	0
#5 Cc1ccc(NC(=O)C(C)N2CCc3ccccc3C2)cc1 (stereo unspecified)
 : -12	1	42	104	-4.1	-3.4	-1	4	2
#6 COc1ccc(C2=C(SC)CC2=NC(C)(C)C)cc1
 : -5	-18	-15	99	-2.1	-2.0	8	9	-1
#7 CC1CN(C(=O)c2ccc(N3CCCCC3)c([N+](=O)[O-])c2)CC(C)O1 (stereo unspecified)
 : -16	-3	-5	99	-2.9	-3.8	-7	5	-1
#8 CC1CC(C)CN(CCCNC(=O)c2csc3c2CCCCC3)C1 (stereo unspecified)
 : 22	2	17	98	-0.1	-3.0	16	-9	1
#9 CCc1cccc(CC)c1NC(=S)NC(C)c1ccccc1 (stereo unspecified)
 : -12	-3	-7	101	-5.5	-0.8	9	8	-1
#10 CCC1CCCCN1CCCNC(=O)CN1C(=O)COc2ccccc21 (stereo unspecified)
 : 5	-13	28	98	-5.7	-0.5	12	7	3
#11 CC(CN1CCCC1)OC(=O)c1ccc(Br)cc1 (stereo unspecified)
 : 0	5	28	109	-1.0	-1.2	0	-2	3
#12 CCN(CC)C(=O)c1sc(NC(=O)C(C)C)c(C#N)c1C
 : -14	1	-7	92	1.6	0.1	0	-4	0
#13 CC(C)c1ccc2[nH]c3c(c2c1)CCC/C3=N\NC(=O)c1ccncc1
 : -33	9	24	94	-4.8	-3.8	-4	-10	7
#14 COc1ccc2nc(N=Nc3ccc(N(C)C)cc3)sc2c1
 : 5	8	16	.	-3.7	-2.3	19	-3	2
#15 CCNc1ccc(C(=O)OCC(=O)NC(=O)NCC(C)C)cc1[N+](=O)[O-]
 : -7	8	4	99	-3.1	-2.3	-13	1	3
#16 O=C(NCCOc1ccccc1)C1CCC(=O)N(CCCN2CCCC2=O)C1 (stereo unspecified)
 : -8	-6	47	102	-2.4	-3.2	-1	-1	4
#17 COc1cc(NC(=O)c2ccco2)c(OC)cc1NC(=O)CSc1nnc(-c2cccs2)n1C
 : -4	2	-1	97	-3.4	-1.7	13	5	2
#18 Cc1ccc(C(=O)c2ccccc2C(=O)O)cc1C
 : -2	-2	28	105	2.6	-0.9	7	1	4
#19 Cc1ccc(CCNC(=O)CSCc2ccc(F)cc2)cc1
 : -31	3	13	107	-0.6	-3.7	-4	-2	6
#20 CCOc1ccccc1OCCCC(=O)Nc1ccc(OC)nc1
 : -12	-8	44	99	-3.0	-3.0	8	11	4
#21 O=C(CSc1nnc(-c2ccncc2)n1CC1CCCO1)Nc1nccs1 (stereo unspecified)
 : -6	7	-13	107	-0.6	-1.4	-3	8	3
#22 COCc1nc(-c2cc(Br)ccc2OC)no1
 : -2	9	-3	100	-3.0	-2.6	-9	-2	-1
#23 CCNc1nc(NCc2ccccc2)nc(SCC(=O)Nc2ccccc2)n1
 : -29	-16	-6	92	1.3	-2.6	-19	-10	0
#24 COc1ccccc1NC(=O)c1cc2ccccc2o/c1=N\O
 : .	3	14	99	.	.	14	.	-1
#25 CC(=O)c1ccc(N2CCN(C(=O)c3ccc(NC(=O)C4CCCO4)cc3)CC2)cc1 (stereo unspecified)
 : -25	-15	28	81*[inhibitor]	-1.9	-1.4	20	-8	2
#26 CCc1nn(CC(=O)NCCCN2CCOCC2)c(=O)c2cc3sccc3n12
 : 1	9	33	101	3.7	-1.5	-3	1	2
#27 COc1ccc(NS(=O)(=O)c2cc(NC(=O)/C=C/c3cc(OC)c(OC)c(OC)c3)ccc2N2CCCCC2)cc1
 : -17	6	10	91	-0.9	-4.3	3	-11	-1
#28 CC1CCCCC1NC(=O)CSc1nnc(-c2ccncc2)n1CCCN(C)C (stereo unspecified)
 : 5	-2	23	95	1.2	-0.8	9	5	3
#29 COc1cccc(NC(=O)N2CCC(C(N)=O)(N3CCCCC3)CC2)c1
 : -4	0	-48	98	-0.7	3.0	0	-2	0
#30 OCCNC1=NCCN1
 : 0	-7	-65	94	-4.2	-2.3	8	2	2
#31 COc1cccc(CN(C)C(=O)c2cccc(OCc3ccccc3)c2)c1
 : -34	-3	16	103	-1.2	-2.1	9	-11	-2
#32 N=C1C(=O)OCC1c1cc(Cl)ccc1NC(=O)Nc1ccccc1 (stereo unspecified)
 : -13	-9	-26	110	-1.0	1.1	14	26	-2
#33 c1ccc(COCCN2CCN(CCOCc3ccccc3)CC2)cc1
 : 7	-10	9	102	-3.2	-1.3	-10	7	-2
#34 CCCCCn1c(=O)[nH]c2cc(C(=O)NCCN3CCOCC3)ccc2c1=O
 : -2	.	.	.	-3.6	-3.0	.	-2	2
#35 Cc1cc(C)c(OCC(=O)Nc2cccc(O)c2)cc1C
 : -16	-1	-14	101	-2.7	-0.5	6	2	1
#36 CC[C@H](C)[C@@H](C(=O)N1CCNCC1)n1cc([C@@H](N)Cc2ccc(O)cc2)nn1
 : 6	-6	30	111	-2.5	-1.1	16	-5	3
#37 COCCNC(=S)N(Cc1cccs1)Cc1cc2cccc(C)c2[nH]c1=O
 : -16	-11	20	98	-3.3	-4.3	-3	0	-4
#38 CC(C)N(Cc1ccccc1)C(=O)c1ccc2nsnc2c1
 : -13	-17	3	98	-2.8	-3.9	0	8	3
#39 CCCn1c(NCc2ccc(N(C)C)cc2)nc2ccccc21
 : 12	-4	3	106	-3.0	-2.4	-5	-8	7
#40 O=C(NNC(=O)c1ccc2ccccc2c1O)c1ccccc1Cl
 : 3	5	36	101	0.2	-1.1	-24	-3	3
#41 Nc1cc(N)nc(SCC(=O)N2CCN(C(=O)c3ccco3)CC2)n1
 : -3	-17	16	101	-4.8	-1.9	11	-2	-5
#42 CC[C@H](C)C(=O)O[C@H]1C[C@@H](C)C=C2C=C[C@H](C)[C@H](CC[C@@H]3C[C@@H](O)CC(=O)O3)[C@H]21
 : -38	-17	-21	84	-1.4	-3.4	17	5	1&-2
#43 O=C(CCC1CCN(C(=O)c2ccco2)CC1)NCc1ccc(F)cc1
 : -12	-6	6	102	-1.9	-3.2	2	4	5
#44 Cc1cc(=O)[nH]c(N/N=C/C2=C(N3CCOCC3)C(=C\c3ccc(Cl)cc3)/CC2)n1
 : -7	-8	-17	135*	-2.3	-2.9	22	26	-3
#45 O=C(OC(c1ccccc1)c1nccc2ccccc12)c1cccc([N+](=O)[O-])c1 (stereo unspecified)
 : 9	1	3	99	1.2	0.6	-12	-4	4
#46 C=CCN=Cc1c(C)[nH]n(-c2ccccc2)c1=O
 : -10	0	-18	105	-3.8	-2.9	12	3	0
#47 O=C(Nc1cc([N+](=O)[O-])ccc1C(=O)Nc1cccnc1)c1ccccc1
 : 0	-3	-16	105	-0.6	-1.8	6	3	2
#48 COc1cc(NC(=O)c2ccc3c(c2)OCO3)c2ncccc2c1
 : -4	-12	-14	100	-0.5	1.3	-27	1	2
#49 O=P(O)(CCc1ccccc1)C(O)c1ccccc1 (stereo unspecified)
 : -5	-9	27	102	0.5	-1.2	6	2	10
#50 O=S1(=O)c2ccccc2Nc2ccccc21
 : -1	-10	.	93	1.6	0.3	3	10	4
#51 Cc1ccc(S(=O)(=O)c2nc(S(=O)(=O)CCO)sc2N2CCOCC2)cc1
 : -12	-2	-16	102	-3.5	-0.5	.	0	4
#52 NC(=O)c1sc2nccc(Nc3ccccc3)c2c1N
 : -2	-7	39	69	2.7	-1.2	23	-6	-4
#53 COC(=O)c1cc2n3ccccc3c(C)c(-c3ccccc3)c-2c1C(=O)OC
 : 3	-16	-19	101	1.8	-2.9	16	0	-5
#54 CC1=C(C#N)C(c2cccnc2)C2=C(CC(C)(C)CC2=O)N1 (stereo unspecified)
 : -5	-8	-6	.	-2.8	-2.6	23	8	-2
#55 O=C(Nc1ccc(S(=O)(=O)N2CCCCC2)cc1)C1CC1
 : -9	-3	26	100	-1.2	-3.3	-2	4	4
#56 COc1cccc(CNC(=O)CCS(=O)(=O)c2cc3c(cc2C)NC(=O)CO3)c1
 : -6	0	15	102	-0.2	-2.6	-1	-3	-4
#57 C/C(=N\NC(=O)COc1ccc2ccccc2c1)c1cccs1
 : -40	-11	48	101	-0.8	-1.8	-7	-5	-6
#58 CCS(=O)(=O)Nc1ccc(-c2ccc(NS(=O)(=O)CC)c(OC)c2)cc1OC
 : -10	-13	8	104	-1.9	-0.7	19	1	3

Assay outcomes as filed in PubChem BioAssay.
